Shiga inhibitor: Shiga toxin inhibition; inhibition, % at 38.7 µM; Vero cells, Shiga toxin protein synthesis inhibition reporter; 290,000 tested, 9.2% active; AID 2315; in the data active = inhibition mostly above about 28%, no sharp cut-off; inactive = mostly below about 43%; also: 0% is about no effect
Giardia FBPA inh: inhibitors of Giardia lamblia fructose-1,6-bisphosphate aldolase. purified Giardia FBPA. Potency, µM (top dose mostly 59.6 µM), for the others: at the top dose activity, negative = inhibition, hits mostly inhibitors. 290,000 tested, 0.71% active; also: potency is read from the fitted curve at half-maximal effect; % is scaled to controls: 0 for no effect and ±100 for the full control effect; nearly all actives have a fitted effect of over 55% in size
Target sequence (A8B2U2 whole entry, looked up): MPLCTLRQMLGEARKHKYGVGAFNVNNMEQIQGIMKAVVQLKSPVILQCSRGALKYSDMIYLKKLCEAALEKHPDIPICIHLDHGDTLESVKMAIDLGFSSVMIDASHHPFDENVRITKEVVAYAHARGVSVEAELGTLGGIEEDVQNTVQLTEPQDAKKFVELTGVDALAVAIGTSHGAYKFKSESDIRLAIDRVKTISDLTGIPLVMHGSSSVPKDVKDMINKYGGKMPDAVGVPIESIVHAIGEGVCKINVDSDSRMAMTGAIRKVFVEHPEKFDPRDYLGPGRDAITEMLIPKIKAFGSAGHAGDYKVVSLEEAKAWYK
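40 nM FBPA preincubated 10 min at RT with compound (up to 57.5 uM final), then substrate plus GAPDH/TPI/NAD/arsenate coupling and diaphorase/resazurin added. Fluorescence read after 20 min at RT, 525/598 nm.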
AmpC inh no detg: blocks E. coli AmpC beta-lactamase in detergent-free assay; AmpC nitrocefin hydrolysis, absorbance 480 nm, 0.0001% Triton; 330,000 tested, 0.52% active; Potency, µM (highest dose often 57.1 µM), inactives show at the top dose activity change, negative = inhibition, most hits filed as inhibitors; P00811;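 also: potency is read from the fitted curve at half-maximal effect; plate controls were no compound for no effect and no enzyme for full effect; nearly all actives have a fitted effect of over 20% in size; some results filed as inactive show a strong effect at the top dose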
Target sequence (P00811 whole entry, looked up): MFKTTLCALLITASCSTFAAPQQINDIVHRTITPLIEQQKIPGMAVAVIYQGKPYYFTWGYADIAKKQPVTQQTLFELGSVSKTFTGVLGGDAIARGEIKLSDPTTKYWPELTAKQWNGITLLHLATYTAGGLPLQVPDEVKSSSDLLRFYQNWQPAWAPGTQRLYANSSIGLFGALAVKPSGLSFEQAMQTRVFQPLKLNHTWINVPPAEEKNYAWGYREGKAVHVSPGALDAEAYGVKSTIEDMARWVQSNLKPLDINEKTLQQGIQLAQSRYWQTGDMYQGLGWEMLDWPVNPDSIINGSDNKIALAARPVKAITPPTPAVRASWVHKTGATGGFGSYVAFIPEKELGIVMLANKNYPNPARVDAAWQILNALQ
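AmpC (5.3 nM in the dispensed reagent) in 20 mM phosphate pH 7.0 with 0.01% (detergent screen) or 0.0001% Triton X-100 was preincubated with compounds for 15 min at room temperature. Nitrocefin was then added from an 800 uM solution, and hydrolysis was followed at 480 nm.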
HCMV antiviral: human cytomegalovirus inhibition. HFF cells, HCMV-luciferase reporter, 72 h; active compounds read low. activity change, negative = inhibition, % at 57.5 µM. 410,000 tested, 4.5% active; in the data active = activity change below about -60%; inconclusive = no clear call, values can overlap the other calls; inactive = above about -39%; also: % is scaled to controls: 0 for no effect and ±100 for the full control effect
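Two compound doses tested in HFFs infected with HCMV-luciferase, MOI 1 PFU/cell, 72 h at 37C. Lysate luminescence read with OneGlo; data normalized against buffer-only and 10uM Salinomycin inhibitor controls.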
CHX counter: counter-screen for Shiga toxin inhibitors: cycloheximide protein synthesis inhibition; cell reporter, cycloheximide protein synthesis inhibition counterscreen; 300,000 tested, 12% active; max response, %; AID 2314; in the data active = max response mostly above about 13%, no sharp cut-off; inactive = mostly below about 14%; also: read at 38.3 µM for the half of the compounds with a filed dose; 0% is about no effect
AMA1 RON2 block: inhibitors of Plasmodium falciparum AMA1-RON2 interaction; AlphaScreen AMA1-biotinylated RON2 peptide binding; Potency, µM (doses to about 58.2 µM), without a hit: top-dose activity change, negative = inhibition, most hits filed as inhibitors; 360,000 tested, 0.2% active;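 also: potency is read from the fitted curve at half-maximal effect; 0% = vehicle wells and -100% = peptide control; nearly all actives have a fitted effect of over 45% in size; some results filed as inactive show a strong effect at the top dose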
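AMA1 (3D7) with his tag at 25 nM final met compounds first, then biotinylated RON2 peptide at 25 nM; detection used donor plus acceptor beads, 10 µg/mL apiece, read by AlphaScreen after 30 min at room temperature.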
AmpC detergent: inhibitors of E. coli AmpC beta-lactamase with detergent. P00811. AmpC hydrolysis of nitrocefin, absorbance 480 nm, 0.01% Triton. Potency, µM (titrated, usually from 114 µM), for inactives: at the top dose activity change, negative = inhibition, actives largely listed as inhibitors. 370,000 tested, 0.041% active. AID 485294;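 also: potency is read from the fitted curve at half-maximal effect; 0% = no-compound wells and -100% = no-enzyme wells; nearly all actives have a fitted effect of over 25% in size; some results filed as inactive show a strong effect at the top dose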
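AmpC (5.3 nM in the dispensed reagent) in 20 mM phosphate pH 7.0 with 0.01% (detergent screen) or 0.0001% Triton X-100 was preincubated with compounds for 15 min at room temperature. Nitrocefin was then added from an 800 uM solution, and hydrolysis was followed at 480 nm.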
* hit, by the source's call; ? = inconclusive; nt = not tested or not shown; & = joins results of further samples; [ ] = remark or other dose. Unless noted, calls follow the shape of the dose curve; as a rule, active = well fitted curve in the direction sought with a large enough effect; inconclusive = small, poorly fitted or top-dose-only effect, or another doubt; inactive = no such curve, though single readings can be large; an effect the other way counts as inactive or inconclusive. Random draw from the library (roughly 16% active in at least one column).

SMILES	Shiga inhibitor	Giardia FBPA inh	AmpC inh no detg	HCMV antiviral	CHX counter	AMA1 RON2 block	AmpC detergent
CN1CCN(S(=O)(=O)c2ccc(NC(=O)Cc3ccc([N+](=O)[O-])cc3)cc2)CC1	-5	nt	-22%	12	-2	-23%	?
C/C(=N/NC(=O)Cc1cccn1C)c1ccccc1	13	nt	1%	41	8	2%	-2%
O=C(NCCS(=O)(=O)NCc1ccccc1)c1ccc2c(c1)OCO2	nt	nt	-5%	-3	nt	1%	-7%
CCN(c1ccccc1)S(=O)(=O)c1nnc(NC(=O)c2ccco2)s1	-7	9%	-24%	2&31	-3	6%	-13%&7%
CCc1ccc(NC(=O)Cn2c(=O)n(CCC(=O)NC3CCN(Cc4ccccc4)CC3)c(=O)c3ccccc32)cc1	-1	8%	1%	-36	0	7%	-7%
Cc1ccc(S(=O)(=O)N2CCN(C(=O)CCC(=O)OCC(=O)Nc3cccc(C#N)c3)CC2)cc1	-10	15%	62%[activator]	19	-1	0%	-3%
CC1(c2ccccc2)CC(C)(C)N2C(=O)/C(=C3\SC(=S)NC3=O)c3cccc1c32 (stereo unspecified)	-4	1%	-10%	?	-2	11%	?
COc1ccccc1-n1c(-c2ccccc2)c[n+]2c1CCc1ccccc1-2	-9&-8	7%&-4%	-15%&2%	-100*	1&-2	-2%&-1%	0%&-1%
CC1Cc2ccccc2N1C(=O)CN1CCc2ccccc2C1 (stereo unspecified)	-10	-6%	-23%	11	-7	-3%	?
CC(=O)NS(=O)(=O)c1cccnc1Nc1cccc(Cl)c1	1	6%	-12%	15	1	5%	?
Cc1ccc(NC(=S)N(Cc2ccc(Br)cc2)Cc2ccc(C(=O)O)cc2)cc1C	27	-5%	-16%	71	4	12%	2%
COCC(C)(C)COS(N)(=O)=O	-6	-2%	-1%	-11	-2	16%	-23%
Cc1ccccc1-n1nc(C)c2cc(C(=O)N3CCOCC3)sc21	20	9%	28%	17	19	6%	-7%
COC(=O)c1sc(S(=O)(=O)Nc2ccc(Br)cc2)c(C(=O)OC)c1C	-13	7%	-29%	60	-2	-3%[2.32 µM]	-13%
O=C(Nc1ccc(S(=O)(=O)Nc2ncccn2)cc1)C1COc2ccccc2O1 (stereo unspecified)	-2	6%	-16%	-32	2	3%	-16%
O=C(CCn1cnnn1)N1CCCC(Nc2ccc(F)cc2)C1 (stereo unspecified)	7	-1%	-7%	1	6	-16%	-5%
COC(=O)CNC(=O)CSc1nc2c(sc(=S)n2-c2ccccc2)c(=O)[nH]1	-4	-16%	-13%	-15	-3	0%	1%
COC(=O)COC(=O)c1ccccc1NC(=O)c1ccccc1	-7	3%	-13%	?	-1	0%	-8%
COc1ccc(NS(=O)(=O)c2ccc(O)c(C(=O)OCC(=O)NC3CCCCC3)c2)cc1	5	0%	-46%	-18	1	15%	2%
CSc1nnc(-c2sc3cc(C(F)(F)F)cnc3c2-c2ccccc2)n1C	-11	-3%	107%[activator]	?	1	24%	-1%
O=C1CCCC2=C1C1(CCCCC1)N=C(Nc1nc3ccccc3s1)N2	27	7%	nt	26	12	5%	-2%
CCOC(=O)C1=C(C)N=c2s/c(=C\c3ccc(OCC(=O)O)cc3)c(=O)n2C1c1ccccc1 (stereo unspecified)	-1	5%	69%[activator]	-29	-1	-3%	-1%
Cc1ccc(CN(C)S(=O)(=O)c2c(C)noc2/C=C/N(C)C)cc1	2	2%	-38%	?	-3	-17%	?
CN1C(=O)N(CC(=O)Nc2nccs2)C(=O)C12CCCCC2	nt	nt	-14%	3	nt	-1%	3%
O=C(NCc1ccccc1CN1CCCC1)c1ccc(Cl)c(N2CCCC2=O)c1	nt	nt	4%	-34	nt	-9%	1%
Cc1cc(C)n2nc(SCC(=O)N3CCC4(CC3)OCCO4)nc2n1	-8	5%	-12%	1	-4	-6%	-9%
COc1ccccc1/C=N/NC(=O)C1=NNC(c2ccccc2)(c2ccccc2)C1	13	-3%	-34%	nt	2	nt	?
O=C(CNC(=S)NC(=O)C1CCCCC1)c1ccccc1	114*	3%	-21%	-79*	75*	4%	-6%
O=C(O)CC(NC(=O)CC(c1ccccc1)c1ccccc1)c1cccc([N+](=O)[O-])c1 (stereo unspecified)	0	0%	-15%	3	-1	-3%	?
CN(CC(=O)Nc1cccc([N+](=O)[O-])c1)S(=O)(=O)c1ccccc1	5	0%	-28%	?	-2	-1%	2%
Cc1ccc(NC(=O)CN2C(=O)S/C(=C\c3cc(C)n(C)c3C)C2=O)cc1	30	0%	-28%	-18	12	-9%	-10%
CCCOc1ccc(N2C(=O)CC(N3CCN(C(=O)c4ccco4)CC3)C2=O)cc1 (stereo unspecified)	-10	1%	31%	31	-2	-1%	3%
Cc1ccccc1-n1c2nc(=O)n(C)c(=O)c-2cc2ccccc21	-2	3%	-7%	9	1	-4%	-3%
Cc1ccc(C(=O)N2CCN(c3ccccc3Cl)CC2)cc1[N+](=O)[O-]	7	0%	38%	-10	-2	-17%	-15%
O=C(NC1CCCC1)c1cccc(Oc2ccccc2)c1	78*	-1%	-29%	-37	23*	?	?
Cc1cc(C)c2nc(N(Cc3cccnc3)C(=O)CCS(=O)(=O)c3ccccc3)sc2c1	-7	nt	nt	26	2	nt	4%
Cc1sc2ncn(CC(=O)N3CCCCC3)c(=O)c2c1C	-9	-3%	-14%	107	1	-24%	-2%
O=C(SCC(O)C(O)CS)c1cccs1 (stereo unspecified)	3	1%	-25%	8	1	83%[activator]	-4%
O=C(NCc1cccnc1)/C(=C/c1ccccc1)NC(=O)c1ccccc1	-14	7%	-5%	-37	-4	2%	?
Cc1cc(-c2ccc(C(C)C)c(S(=O)(=O)N3CCN(c4ccccn4)CC3)c2)on1	0	-3%	21%	0	-2	-5%	2%

Single records, from the list above. Screens in order: Shiga inhibitor | Giardia FBPA inh | AmpC inh no detg | HCMV antiviral | CHX counter | AMA1 RON2 block | AmpC detergent
O=C1CCCC2=C1C1(CCCCC1)N=C(Nc1nc3ccccc3s1)N2 is listed with 27 | 7% | nt | 26 | 12 | 5% | -2%
COC(=O)CNC(=O)CSc1nc2c(sc(=S)n2-c2ccccc2)c(=O)[nH]1 is listed with -4 | -16% | -13% | -15 | -3 | 0% | 1%

The list continues:
SMILES	Shiga inhibitor	Giardia FBPA inh	AmpC inh no detg	HCMV antiviral	CHX counter	AMA1 RON2 block	AmpC detergent
c1cncc(-c2nc(N3CCCCCC3)c3ccccc3n2)c1	-11	13%	72%[activator]	-31	-3	8%	-3%
O=C(COC(=O)/C=C/c1cccc([N+](=O)[O-])c1)NCCCN1CCCC1=O	-14	6%	-10%	10	8	-1%	1%
COc1ccc2oc3ccc(OC)cc3c(=O)c2c1	156	2%	-2%	50	22*	-1%	4%
CSc1nnc(CCCCCCCCc2nnc(SC)o2)o1	-7	6%	40%	-3	-4	-3%	-7%
Cc1nonc1OCCNCc1c(C(=O)N(C)C)nc2ccc(Cl)cn12	12	5%	-19%	-1	-5	-1%	-4%
Cc1ccc(C)c(Cn2nc(-c3cc(C)ccc3C)ccc2=O)c1	-5	-5%	53%	6&2	0	-19%	-6%&18%
CC(Sc1cccc[n+]1[O-])C(=O)NC1CCCCC1C (stereo unspecified)	nt	nt	3%	2	nt	7%	nt
Nc1nnc(SCC(=O)Nc2ccc(F)c(Cl)c2)n1-c1ccccc1	-14	5%	3%	-2	13	4%	?
CNC(=O)c1cnc(-c2ccccc2)nc1-c1ccccc1	-6	-4%	-8%	-31	-1	-2%	2%
O=c1oc2ccccc2cc1-c1ccccc1	42	5%	-19%	-7	30*	19%	-5%
O=C1c2ccccc2C(=O)N1OCc1ccccc1	-10	-24%	-16%	47	12	15%	1%
COc1ccccc1NC(=O)C1CCN(C(=O)c2ccco2)CC1	3	nt	-8%	11	-6	3%	5%
Cc1cccc2c1cnn2C(=O)CCC(=O)NCc1ccc(F)cc1	-3	3%	-18%	-6	-1	-3%	-2%
CCOC(=O)N1CCN(C(=O)Cn2nc(C)c3sc4ccccc4c3c2=O)CC1	-13	1%[12.9 µM]	20%	12	8	1%	-15%
Clc1ccc(C(c2ccccc2)N2CCN(c3ccccn3)CC2)cc1 (stereo unspecified)	1	0%	-11%	-32	7	?	0%
CCc1ccc2nc(NC(=O)c3ccc(N4C(=O)CCC4=O)cc3)sc2c1	38*	4%	-19%	0	22*	7%	-7%
CCc1cccc(CC)c1NC(=O)CCCSc1nc2ccccc2s1	-20	0%	-18%	?	4	8%	-7%
COc1ccc(-c2ccc(=O)n(CC(=O)NC3CCc4ccccc43)n2)cc1OC (stereo unspecified)	-14	3%	137%[activator]	3	-1	-6%	-5%
COC(CNC(=O)C1CCCN(S(=O)(=O)c2ccc3c(c2)oc(=O)n3C)C1)OC (stereo unspecified)	-1	6%	0%	-16	3	-2%	-11%
CC1CCC(NC(=O)c2ccc3c(c2)OCO3)CC1 (stereo unspecified)	53*	nt	-22%	32	43*	-6%	6%
Cc1cc(SCC(=O)c2ccccc2)nc(SCC(=O)c2ccccc2)n1	51	2%	-46%	-23	7	7%	-12%
COC(=O)[C@H](C)NC(=O)NC1CCCc2ccccc21 (stereo partly specified)	31	1%	-9%	23	-3	-2%	-7%
CCCOC(=O)c1ccc(NC(=O)c2cccc(S(=O)(=O)N3CCN(C(C)=O)CC3)c2)cc1	-13	nt	166%[activator]	8	1	-8%	3%
CC1CN(C(=O)c2ccccc2C(=O)c2ncc[nH]2)CC(C)O1 (stereo unspecified)	5	-13%	-3%	10	-4	1%	-1%
O=C(NCC(=O)N1CCN(S(=O)(=O)c2c(F)cccc2F)CC1)c1ccccc1F	nt	nt	-9%	-18	nt	14%	-4%
Nc1nc2n(n1)C(c1ccco1)CC(c1ccc(Cl)cc1)N2 (stereo unspecified)	-19	3%	16%	-26	-4	1%	?
CN(c1ccccc1C(=O)Nc1ccc2c(c1)OCO2)S(C)(=O)=O	16	-17%	-12%	17	1	-12%	-13%
O=C(NC1CCCCC1)N1CCN(C2CCCCC2)CC1	-6	-1%	-11%	-1	-1	45%[activator]	-17%
COc1cccc(NC(=O)CCSc2ccc(C)cc2)c1	25	0%	-17%	-23	9	-4%	-4%
Cn1nc(C(F)(F)F)c(/C=N/OC(=O)c2ccccc2Cl)c1SCc1ccc(Cl)cc1	-4	-3%	-24%	?	-2	3%	1%
Cc1ccc2c3c1C1(C(=O)N3C(C)(C)CC2C)C(C#N)=C(N)Oc2cc(O)ccc21 (stereo unspecified)	27	-2%	-14%	-20	-6	13%	-1%
Cc1ccc2nc(NC(=O)CN3C(=O)NC4(CCCCC4)C3=O)sc2c1	nt	nt	-4%	3	nt	-17%	?

Compound activity: PubChem BioAssay, National Center for Advancing Translational Sciences (NCATS)
